Bioassay records (PubChem)
Tat transport – inhibitors of E. coli Tat protein transport; E. coli MC4100 TorA-mCherry Tat export, fluorescence; inhibition, % at 10 µM; 340,000 tested, 0.036% active; AID 488895;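 active = mean replicate inhibition at least 50% and at least half of replicates individually reaching 50%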;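 also: exported cargo escapes ClpAP degradation while cytoplasmic cargo is degraded and loses fluorescence; 0% = median of neutral control wells and 100% = median of NaSCN control wells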
OPRM1-OPRD1 inv – inverse agonist of human OPRM1-OPRD1 heterodimerization | P35372+P41143 | cell-based MOR-DOR heterodimer luminescence, inverse agonism | inhibition, % at 9.3 µM | 340,000 tested, 0.21% active | AID 504357; in the data active = inhibition above about 22%, passing the limit was not always enough;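 also: 0% = cells with DMSO and 100% = wells without cells with DMSO; values of inactives mirror those of a sister screen read the other way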
SUMO Mot1 rescue – blocks SUMOylation pathway, rescuing yeast Mot1-301 growth | growth rescue, % at 18.8 µM | 320,000 tested, 1% active | S. cerevisiae Mot1-301 growth rescue, ATP luminescence, 38.5C; percent above DMSO median, 100 means doubled | AID 2716;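 active = every valid replicate shows activation above 250% relative to neutral control wells; inactive = the rest, any valid replicate at or below 250%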;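 also: OY570 slx delta 5 strain wells were the positive control but not used for scaling; some compounds called inactive have numbers as strong as hits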
PKA-R2B act – PKA-R2B complex activation | P22694+P31323 | PKA-R2B holoenzyme dissociation, Cy5-IP20 fluorescence polarization; R2B truncated from residue 108, S112A mutant; 0% DMSO only, 100% 113 µM cGMP | activation, % at 11.4 µM | 340,000 tested, 0.079% active;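 active = activation above a cutoff set at the mean over all compounds plus 3 SD, cut at about 18% in these data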;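 also: higher means more holoenzyme dissociation and a rise in polarization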
Target sequence (P31323 whole entry, looked up, other chains not shown, the tested form may be a part): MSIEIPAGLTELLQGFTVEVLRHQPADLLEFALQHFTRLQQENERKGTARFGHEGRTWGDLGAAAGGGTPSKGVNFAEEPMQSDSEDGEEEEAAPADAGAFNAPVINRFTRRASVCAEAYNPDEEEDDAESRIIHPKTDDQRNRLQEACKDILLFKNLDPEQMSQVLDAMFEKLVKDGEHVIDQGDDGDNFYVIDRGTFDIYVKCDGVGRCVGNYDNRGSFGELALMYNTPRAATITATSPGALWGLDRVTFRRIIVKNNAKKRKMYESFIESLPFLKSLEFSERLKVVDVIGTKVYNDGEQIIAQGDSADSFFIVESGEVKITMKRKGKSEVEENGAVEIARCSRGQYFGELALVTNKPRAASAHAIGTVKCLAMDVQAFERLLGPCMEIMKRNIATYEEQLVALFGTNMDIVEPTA
PfHsp90 set2 – inhibits growth of yeast expressing Plasmodium falciparum Hsp90. S. cerevisiae expressing PfHsp90, BacTiter-Glo ATP, 48 h; yeast lacking PDR1 and PDR3 efflux regulators. inhibition, % at 9.4 µM. 310,000 tested, 0.32% active;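 active = every replicate shows inhibition above about 80%, whatever the replicate mean, limit read from the data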;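 also: 0% = DMSO neutral controls and 100% = 20 µM radicicol positive controls; yeast relying on Plasmodium falciparum Hsp90 in place of its own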
phage Ecoli inh – E. coli growth loss with phage present. growth absorbance. AID 651602. 360,000 tested, 0.26% active. inhibition, % at 11.9 µM; in the data active = inhibition above about 11%
MOR-DOR ag – OPRM1-OPRD1 heterodimerization agonism; P35372+P41143; 340,000 tested, 0.3% active; activation, % at 9.3 µM; cells, luminescence; in the data active = activation above about 18%;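 also: 0% = vehicle-treated cells and 100% = reference agonist; values of inactives mirror those of a sister screen read the other way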
AddAB inh – less growth of phage-infected E. coli with AddAB. inhibition, % at 11.9 µM. 330,000 tested, 0.29% active. AID 435030. E. coli expressing H. pylori AddAB, absorbance growth; in the data active = inhibition above about 12%;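 also: 0% = vehicle wells of infected cells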
PKA-R1A activ – activators of PKA-R1A complex; PKA-R1A dissociation, Cy5-IP20 fluorescence polarization; scaled: DMSO 0%, 113 µM cGMP 100%; activation, % at 11.4 µM; 340,000 tested, 0.083% active; AID 504707;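 active = percent activation above the mean of all tested compounds plus 3 SD, cut at about 19% in these data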;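 also: higher means more PKAc released from R1A so a rise in polarization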
HTR5A inv ag – counter-screen for OPRM1-OPRD1 inverse agonists: human HTR5A inverse agonism. P47898. HTR5A cell line, luminescence. inhibition, % at 9.3 µM. 340,000 tested, 0.083% active. AID 504634; in the data active = inhibition mostly above about 23%, no sharp cut-off; inactive = mostly below about 18%;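 also: 0% = cells with DMSO and 100% = no-cell wells with DMSO; some compounds called inactive have numbers as strong as hits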
Target sequence (P47898 whole entry, looked up): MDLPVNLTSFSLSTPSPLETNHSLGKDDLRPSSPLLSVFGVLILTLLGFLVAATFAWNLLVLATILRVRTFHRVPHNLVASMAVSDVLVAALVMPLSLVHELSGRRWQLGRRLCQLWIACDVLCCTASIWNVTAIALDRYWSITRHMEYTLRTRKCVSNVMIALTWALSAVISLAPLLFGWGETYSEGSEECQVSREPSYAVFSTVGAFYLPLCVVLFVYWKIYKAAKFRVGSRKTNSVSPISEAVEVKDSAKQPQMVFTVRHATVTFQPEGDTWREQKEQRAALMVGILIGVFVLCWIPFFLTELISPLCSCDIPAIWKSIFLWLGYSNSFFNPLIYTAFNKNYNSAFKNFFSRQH
E coli growth – reduces bacterial viability in AddAB counter-screen; inhibition, % at 11.9 µM; 330,000 tested, 0.27% active; AID 449728; E. coli V3065 growth, OD600 absorbance, 18 h;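 active = inhibition above the campaign's mean inhibition across all tested compounds plus 3 SD, cut at about 9.9% in these data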;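 also: uninfected addAB+ strain grown without phage in ampicillin broth; 0% = DMSO wells and 100% = ciprofloxacin 0.95 µg/ml wells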
The depositor's hits bear a star.

CCOc1ccccc1C(=O)NC(C(=O)Nc1cccnc1)C(C)C (stereo not given) was read as Tat transport -5, OPRM1-OPRD1 inv 7, SUMO Mot1 rescue 11, PKA-R2B act 1, PfHsp90 set2 -19, phage Ecoli inh 3.6, MOR-DOR ag -1.5, AddAB inh -2.4, PKA-R1A activ 7, HTR5A inv ag -15 and E coli growth 2.4.
C=CCN(c1ccccc1)S(=O)(=O)c1ccc2c(c1)NC(=O)C(C)S2 (stereo not given) was read as Tat transport 0, OPRM1-OPRD1 inv -17, SUMO Mot1 rescue 11, PKA-R2B act -2, PfHsp90 set2 -31, phage Ecoli inh 0.9, MOR-DOR ag 3.2, AddAB inh 6.3, PKA-R1A activ -6, HTR5A inv ag -15 and E coli growth 1.7.
Screening COc1ccc(S(N)(=O)=O)cc1C(=O)OCCCOC(=O)c1cc(S(N)(=O)=O)ccc1OC returned Tat transport 0, OPRM1-OPRD1 inv 4, SUMO Mot1 rescue -4, PKA-R2B act -12, PfHsp90 set2 18, phage Ecoli inh 1.6, MOR-DOR ag -0.8, AddAB inh 0.3, PKA-R1A activ 1, HTR5A inv ag 9 and E coli growth -0.1.
`Cn1cc(C(=O)Nc2ccc(Cl)cc2)c(C(F)(F)F)n1` gave Tat transport 4, OPRM1-OPRD1 inv 2, SUMO Mot1 rescue 3, PKA-R2B act 5, phage Ecoli inh 5.9, MOR-DOR ag -0.2, AddAB inh 0.7, PKA-R1A activ -5, HTR5A inv ag -10 and E coli growth 0.1.
Screening CN(c1ccc(C(=O)N/N=C/c2cccc([N+](=O)[O-])c2)cc1)S(=O)(=O)c1ccccc1 returned Tat transport -3, OPRM1-OPRD1 inv -2, SUMO Mot1 rescue 8, PKA-R2B act 10, PfHsp90 set2 -41, phage Ecoli inh 3.0, MOR-DOR ag 0.2, AddAB inh 0.5, PKA-R1A activ 9, HTR5A inv ag -12 and E coli growth -3.6.
`CCOC(=O)c1c(C)c2c(=O)[nH]cnc2n1-c1ccccc1` gave Tat transport -1, OPRM1-OPRD1 inv 7, SUMO Mot1 rescue -4, PKA-R2B act -2, PfHsp90 set2 7, phage Ecoli inh 0.7, MOR-DOR ag -1.4, AddAB inh 0.2, PKA-R1A activ 3, HTR5A inv ag -22 and E coli growth 0.7.
`Brc1ccc(-c2nnc3sc(CN4CCc5ccccc5C4)cn23)cc1` gave Tat transport -4, OPRM1-OPRD1 inv 15, PKA-R2B act -3, PfHsp90 set2 15, phage Ecoli inh 2.9, MOR-DOR ag -2.8, PKA-R1A activ -4 and HTR5A inv ag -28.
Screening Cc1cc(C)c2c(n1)SCC(=O)N2CC(=O)Nc1cccc(Cl)c1 returned Tat transport 5, OPRM1-OPRD1 inv -1, SUMO Mot1 rescue -1, PKA-R2B act 0, PfHsp90 set2 27, phage Ecoli inh 3.3, MOR-DOR ag 0.2, AddAB inh 0.2, PKA-R1A activ -8, HTR5A inv ag -20 and E coli growth 0.8.
`CCOC(=O)c1cc(C)sc1NC(=O)CN1CCN(C(=O)c2ccco2)CC1` gave Tat transport 9, OPRM1-OPRD1 inv 7, SUMO Mot1 rescue 0, PKA-R2B act 10, PfHsp90 set2 3, phage Ecoli inh 1.3, MOR-DOR ag -1.2, AddAB inh 0.7, PKA-R1A activ 2, HTR5A inv ag -3 and E coli growth -0.8.
`CCOC(=O)C(C)N1N=C(/C=C/c2ccc(OC)cc2)CCC1=O` (stereo not given) gave Tat transport -3, OPRM1-OPRD1 inv 5, SUMO Mot1 rescue -20, PKA-R2B act 14, PfHsp90 set2 -12, phage Ecoli inh 1.2, MOR-DOR ag -1.3, AddAB inh 3.2, PKA-R1A activ 10, HTR5A inv ag 16 and E coli growth 1.1.
COc1cccc(N(C(=O)Cn2nnc(-c3ccc(C)cc3)n2)C(C(=O)NC(C)(C)C)c2c[nH]c3ccccc23)c1 (stereo not given) was read as Tat transport 11, OPRM1-OPRD1 inv -1, SUMO Mot1 rescue 24, PKA-R2B act 1, PfHsp90 set2 -7, phage Ecoli inh 1.9, MOR-DOR ag 0.2, AddAB inh -1.2, PKA-R1A activ 3, HTR5A inv ag 6 and E coli growth -2.6.
`COc1ccc(S(=O)(=O)N2CCC(C(=O)NCc3ccco3)CC2)cc1` gave Tat transport 1, OPRM1-OPRD1 inv 5, SUMO Mot1 rescue -2, PKA-R2B act -7, phage Ecoli inh 1.7, MOR-DOR ag -1.0, AddAB inh 3.0, PKA-R1A activ 0, HTR5A inv ag -17 and E coli growth 1.4.
For CCN(CC)S(=O)(=O)c1ccc2oc(C(=O)N3CCOCC3)c(C)c2c1 the results were Tat transport 4, OPRM1-OPRD1 inv 15, SUMO Mot1 rescue -14, PKA-R2B act -16, phage Ecoli inh -0.6, MOR-DOR ag -2.6, AddAB inh 0.5, PKA-R1A activ -1, HTR5A inv ag 13 and E coli growth -0.4.
Screening COc1ccc(C(=O)C(=NNc2ccccc2)c2ccc(OC)cc2)cc1 returned Tat transport 8, OPRM1-OPRD1 inv 10, PKA-R2B act -8, PfHsp90 set2 29, phage Ecoli inh 3.9, MOR-DOR ag -2.0, PKA-R1A activ 10 and HTR5A inv ag 21.
Cc1ccc(CCCNC(=O)C2CCC(=O)N(Cc3cccc(F)c3)C2)cc1 (stereo not given) was read as Tat transport 0, OPRM1-OPRD1 inv 8, SUMO Mot1 rescue 7, PKA-R2B act -13, PfHsp90 set2 4, phage Ecoli inh 1.1, MOR-DOR ag -1.4, AddAB inh 3.9, PKA-R1A activ -16, HTR5A inv ag 16 and E coli growth -1.4.
For O=C(CCCn1c(=S)[nH]c2ccccc2c1=O)N1CCN(c2cccc(Cl)c2)CC1 the results were Tat transport -2, OPRM1-OPRD1 inv 15, SUMO Mot1 rescue 3, PKA-R2B act -11, phage Ecoli inh 4.0, MOR-DOR ag -2.9, AddAB inh -0.5, PKA-R1A activ -1, HTR5A inv ag 3 and E coli growth -1.6.
Screening c1ccc(-c2n[nH]c3c2CCC3)cc1 returned Tat transport 6, OPRM1-OPRD1 inv -7, SUMO Mot1 rescue 33, PKA-R2B act -10, PfHsp90 set2 7, phage Ecoli inh 1.3, MOR-DOR ag 1.3, AddAB inh 2.0, PKA-R1A activ -2, HTR5A inv ag 13 and E coli growth -2.2.
For O=S(=O)(NCCNc1nccc(C(F)(F)F)n1)c1ccccc1 the results were Tat transport -2, OPRM1-OPRD1 inv 11, SUMO Mot1 rescue -8, PKA-R2B act -10, PfHsp90 set2 5, phage Ecoli inh 2.1, MOR-DOR ag -2.2, AddAB inh 1.0, PKA-R1A activ -2, HTR5A inv ag -10 and E coli growth -1.2.
Screening CC(C)CN(C(=O)COC(=O)c1ccc2ccccc2n1)C1CCS(=O)(=O)C1 (stereo not given) returned Tat transport 1, OPRM1-OPRD1 inv 16, SUMO Mot1 rescue 1, PKA-R2B act -7, PfHsp90 set2 3, phage Ecoli inh 1.7, MOR-DOR ag -3.0, AddAB inh 2.8, PKA-R1A activ 4, HTR5A inv ag -7 and E coli growth 2.8.
Screening c1ncn(C23CC4CC(CC(C4)C2)C3)n1 returned Tat transport 0, OPRM1-OPRD1 inv -17, SUMO Mot1 rescue 6, PKA-R2B act 5, PfHsp90 set2 -4, phage Ecoli inh 0.8, MOR-DOR ag 3.3, AddAB inh 2.7, PKA-R1A activ -1, HTR5A inv ag -9 and E coli growth -1.7.
For CN(C)c1ccnc(Nc2ccccc2)c1C#N the results were Tat transport 6, SUMO Mot1 rescue -1, PfHsp90 set2 13, phage Ecoli inh 5.5, AddAB inh 2.1 and E coli growth 1.6.
`COc1ccc(OC)c(CCNC(=O)CCc2nnc3ccc(N4CCOCC4)nn23)c1` gave Tat transport -9, OPRM1-OPRD1 inv 7, SUMO Mot1 rescue -19, PKA-R2B act -6, PfHsp90 set2 -33, phage Ecoli inh 2.9, MOR-DOR ag -1.3, AddAB inh 1.9, PKA-R1A activ -2, HTR5A inv ag 12 and E coli growth 0.0.
For O=C(CN1CCOCC1)Nc1ccc(C2CCCCC2)cc1 the results were Tat transport 9, OPRM1-OPRD1 inv 10, SUMO Mot1 rescue 14, PKA-R2B act -5, PfHsp90 set2 3, phage Ecoli inh 0.9, MOR-DOR ag -1.6, AddAB inh -0.1, PKA-R1A activ -5, HTR5A inv ag -4 and E coli growth -0.8.
`COc1ccc(CNC(=O)CSc2nc3ccc(C)cc3[nH]2)cc1OC` gave Tat transport -13, OPRM1-OPRD1 inv -3, SUMO Mot1 rescue -14, PKA-R2B act -1, PfHsp90 set2 14, phage Ecoli inh 0.4, MOR-DOR ag 0.4, AddAB inh 1.8, PKA-R1A activ 5, HTR5A inv ag -4 and E coli growth 2.5.
For Cc1ccccc1C(=O)NNS(=O)(=O)c1cccc([N+](=O)[O-])c1 the results were Tat transport -4, OPRM1-OPRD1 inv 15, SUMO Mot1 rescue -9, PKA-R2B act -10, PfHsp90 set2 -21, phage Ecoli inh 2.5, MOR-DOR ag -3.3, AddAB inh 2.0, PKA-R1A activ -9, HTR5A inv ag -4 and E coli growth 0.2.
Cc1cc2c(cc1C)[n+](C)cn2CC(O)COCc1ccccc1 (stereo not given) was read as Tat transport 4, OPRM1-OPRD1 inv -2, SUMO Mot1 rescue -12, PKA-R2B act 5, phage Ecoli inh 1.0, MOR-DOR ag 0.4, AddAB inh 1.9, PKA-R1A activ 3, HTR5A inv ag -9 and E coli growth -1.2.
CCOc1ccc(NC(=O)C2CCN(S(=O)(=O)c3ccc4c(c3)CC(C)N4C(C)=O)CC2)cc1 (stereo not given) was read as Tat transport -2, OPRM1-OPRD1 inv 15, SUMO Mot1 rescue -1, PKA-R2B act -5, PfHsp90 set2 -5, phage Ecoli inh -0.2, MOR-DOR ag -2.9, AddAB inh 2.0, PKA-R1A activ 3, HTR5A inv ag 11 and E coli growth -1.4.
Screening CCOCCCNC(=S)N1CCN(c2nc(-c3ccccc3)cs2)CC1 returned Tat transport 6, OPRM1-OPRD1 inv -9, SUMO Mot1 rescue 15, PKA-R2B act 9, PfHsp90 set2 -5, phage Ecoli inh 0.5, MOR-DOR ag 1.7, AddAB inh 1.3, PKA-R1A activ 3, HTR5A inv ag -13 and E coli growth -1.2.
`CCN(Cc1ccccc1)C(=O)CCNS(=O)(=O)c1cc(Br)cnc1N` gave Tat transport -5, OPRM1-OPRD1 inv 6, SUMO Mot1 rescue -7, PKA-R2B act -2, PfHsp90 set2 -14, phage Ecoli inh 0.2, MOR-DOR ag -1.0, AddAB inh 2.7, PKA-R1A activ 0, HTR5A inv ag -6 and E coli growth -3.0.
CCOC(=O)C1CCN(C(=O)c2ccc3snnc3c2)CC1 was read as Tat transport -8, OPRM1-OPRD1 inv 8, PKA-R2B act 2, PfHsp90 set2 8, phage Ecoli inh 3.8, MOR-DOR ag -1.4, AddAB inh -1.3, PKA-R1A activ -10, HTR5A inv ag 1 and E coli growth -0.2.
CN(C)CCn1c2c(c(SCC(=O)N3CCc4ccccc43)nc1=O)CCCC2 was read as Tat transport -12, OPRM1-OPRD1 inv 1, SUMO Mot1 rescue 3, PKA-R2B act -5, phage Ecoli inh 3.2, MOR-DOR ag -0.2, AddAB inh -1.2, PKA-R1A activ -10, HTR5A inv ag 9 and E coli growth 0.5.
